# High-throughput results from PubChem BioAssay.
# CFTR F508del cor: F508del CFTR correction, initial screen, CFBE line, single point. activity (quench increase), % at 7.58 µM. CFBE cells, YFP halide quenching; stimulated with forskolin plus potentiator P3; % fluorescence drop versus neutral controls. 350,000 compounds, 0.36% hits;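 active = mean added fluorescence quench of at least 8% versus neutral control, with both replicates also reaching 8%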;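 also: cells transiently co-express mutant CFTR-F508del with the halide-sensitive YFP; corrector assay measuring rescue of mutant channel to the surface after 24 h compound exposure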
# RAD54 branch: inhibitors of human RAD54 branch migration, primary screen, biochemical, fluorescence, single point; inhibition, % at 10.4 µM; AID 602329, 2012; RAD54 Holliday junction branch migration, FAM/BHQ fluorescence; DNA repair and recombination protein RAD54-like (Homo sapiens), Q92698; 360,000 compounds, 0.14% hits;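 active = mean normalized replicate activity at least 40 and at least half of replicates scoring 40 or more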;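 also: 0% = median of neutral control wells and 100% = median of positive control wells; inhibitors cause a drop in the FAM fluorescence signal; in these data hits start at about 50%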
# Xi reactivation: activators of inactive X chromosome reactivation, primary screen, imaging, XiGFP fibroblasts, GFP high-content imaging, set 2 | XiGFP mouse fibroblasts, % GFP-positive cells imaging, 3 d; cells co-treated with 5-aza-dC sensitizer; scaled so ellipticine positive control = 100% | activation, % at 7.58 µM | 360,000 compounds, 0.055% hits | AID 743238, 2013;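 active = mean normalized replicate activation at least 10% and every replicate at or above 10%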;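 also: 0% = median of on-plate neutral control wells and 100% = ellipticine 6 µM median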
#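 Material: SV40-immortalized XiGFP fibroblast cells, line 68-5-11 | Buffer or medium: DMEM containing 5-aza-dC | Dosing: One concentration, pinned | Times: 3 d treatment, 15 min room-temperature fixation | Controls: Ellipticine 6 µM positive control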
# ARNT-TACC3 inh: disruptors of ARNT/TACC3 protein interaction, primary screen, biochemical, AlphaScreen, single concentration; Transforming acidic coiled-coil-containing protein 3 (Homo sapiens), Q9Y6A5; inhibition, % at 9.99 µM; 390,000 compounds, 0.66% hits; AID 623870, 2012; AlphaScreen His-ARNT PAS-B/GST-TACC3 binding, luminescence; TACC3 fragment carries E629A point mutation;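 active = mean inhibition of replicates at least 50% and at least half of replicates each reaching 50%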;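 also: 0% = complete ARNT plus TACC3 wells and 100% = ARNT alone without TACC3; many hits fall short of the cut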
# ERAP1 inh: human ERAP1 aminopeptidase inhibitors, primary screen, biochemical, single point, plate reader; Endoplasmic reticulum aminopeptidase 1 (Homo sapiens), Q9NZ08; recombinant ERAP1, Leu-AMC fluorescence, 60 min; inhibition, % at 10.7 µM; 340,000 compounds, 0.15% hits; AID 652197, 2013;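 active = mean replicate inhibition of at least 30%, or all replicates individually reaching that 30% level; inactive = mean below 30% and not every replicate reaching it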;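 also: 0% = neutral control wells and 100% = L-leucinethiol positive control wells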
# Target sequence (Q9NZ08 whole entry, looked up): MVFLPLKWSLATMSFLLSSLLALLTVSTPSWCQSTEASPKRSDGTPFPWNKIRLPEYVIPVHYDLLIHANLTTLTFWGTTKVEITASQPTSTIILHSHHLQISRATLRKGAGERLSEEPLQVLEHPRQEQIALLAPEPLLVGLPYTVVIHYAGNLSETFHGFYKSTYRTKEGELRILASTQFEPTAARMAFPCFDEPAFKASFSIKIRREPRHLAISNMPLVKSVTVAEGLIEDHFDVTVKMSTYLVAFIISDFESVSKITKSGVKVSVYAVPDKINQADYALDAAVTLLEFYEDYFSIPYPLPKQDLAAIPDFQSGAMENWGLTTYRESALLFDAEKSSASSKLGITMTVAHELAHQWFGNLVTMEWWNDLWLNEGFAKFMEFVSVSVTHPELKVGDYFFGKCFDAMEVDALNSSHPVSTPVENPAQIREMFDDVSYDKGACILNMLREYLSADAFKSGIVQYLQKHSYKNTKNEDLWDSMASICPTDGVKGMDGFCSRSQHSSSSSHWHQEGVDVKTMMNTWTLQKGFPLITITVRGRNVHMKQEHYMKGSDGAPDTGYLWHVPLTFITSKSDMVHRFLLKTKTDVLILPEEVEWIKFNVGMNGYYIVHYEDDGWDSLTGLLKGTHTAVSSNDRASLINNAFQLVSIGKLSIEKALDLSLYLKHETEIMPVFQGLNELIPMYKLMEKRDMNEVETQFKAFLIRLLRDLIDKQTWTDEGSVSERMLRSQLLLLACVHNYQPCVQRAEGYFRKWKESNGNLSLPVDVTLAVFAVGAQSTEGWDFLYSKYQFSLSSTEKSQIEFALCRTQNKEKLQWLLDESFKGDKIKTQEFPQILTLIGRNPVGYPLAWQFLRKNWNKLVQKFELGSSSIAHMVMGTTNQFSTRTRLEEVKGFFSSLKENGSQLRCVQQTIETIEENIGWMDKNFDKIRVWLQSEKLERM
# RAD52 anneal inh: RAD52 DNA annealing inhibitors, primary screen, biochemical, FRET, single point, set 2. DNA repair protein RAD52 homolog (Homo sapiens), P43351. recombinant RAD52 DNA annealing, FRET fluorescence. inhibition, % at 18.7 µM. 360,000 compounds, 0.46% hits;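 active = every replicate showing at least 50% inhibition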
# INS-1E GSIS act: GLuc luminescence reporter in INS-1E cells, primary screen for activators of glucose-dependent secretion of insulin | 370,000 compounds, 0.61% hits | activation, % at 16.6 µM | AID 743287, 2014 | INS-1E GLuc reporter insulin secretion, 2-3 h;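 active = lowest replicate activation of at least 40%, so every replicate reaches that level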;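 also: 0% = median of neutral control wells and 100% = median of IBMX positive control wells; some compounds called inactive have numbers as strong as hits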
# esBAF inh: Bmi1 luciferase reporter increase in mESCs, primary screen, esBAF inhibitor project, mouse ES cells, Bmi1 luciferase knock-in, single point | 24 h; 100% = twice the neutral-well signal | reporter increase, % at 12.5 µM | 350,000 compounds, 2% hits | AID 602393, 2012; in the data active = activation above about 40%;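 also: 0% = median of the plate's neutral control wells and 100% = double that signal; a rise in the Bmi1 reporter signal indicates esBAF inhibition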
# An asterisk follows results filed as active; / = not tested or not shown; & = joins results of further samples.
SMILES,CFTR F508del cor,RAD54 branch,Xi reactivation,ARNT-TACC3 inh,ERAP1 inh,RAD52 anneal inh,INS-1E GSIS act,esBAF inh
Cc1ccccc1-c1n[nH]nc1C1=CC(=O)C[C@H](c2ccc(F)cc2)C1,-1.0,0,-0.1,/,8,-4,-9,1
CCC[C@@H](CN[C@@H](CNC)[C@H](C)CC)NCC1CCC(C(C)(C)C)CC1 (stereo partly specified),-0.7,3,-0.1,12,0,25,-42,/
Cc1cc(S(=O)(=O)Nc2ccc(C(=O)NCC3CCCO3)cc2)ccc1F (stereo unspecified),3.1,-22,0.0,/,0,-6,-19,-2
CC1(C)Cc2c(sc3nc(SCC(=O)O)nc(N)c23)CO1,-3.5,1,0.1,-9,-2,-16,-4,-8
O=C(CCc1nc2ccccc2c(=O)[nH]1)NCCN1C(=O)S/C(=C\c2ccc(OC(F)F)cc2)C1=O,-7.2,7,0.0,1,2,-15,9,11
O=c1[nH]c(SCc2ccccc2)nc2ccsc12,0.1,/,0.0,-5,-4,-9,-11,/
CCCN1[C@H](C(=O)NCC)[C@@H](CO)[C@@H]2Cn3c(ccc(-c4ccc(OC)cc4)c3=O)[C@@H]21,1.0,-1,0.4,18,-1,-37,-15,-3
C=CCSc1nnc(-c2cc(C(C)(C)C)nn2Cc2ccc(F)cc2)n1C,-0.5,/,0.6,13,1,-2,-33,/
COc1ccc(OC)c(NC(=O)C2CCCN(S(=O)(=O)c3ccc(-n4cnnn4)cc3)C2)c1 (stereo unspecified),1.7,0,0.0,-6,1,-13,32,-4
CCCC(=O)Nc1ccc2c(c1)OC[C@H](C)N(Cc1ccccc1F)C[C@@H](C)[C@H](OC)CN(C)C2=O,2.2,-1,-0.1,-10,-2,10,-40,0
Cc1ccc(C(=O)NCCN2CCC(n3c(=O)[nH]c4ccccc43)CC2)cc1F,1.4,/,-0.1,/,-5,-3,11,/
O=C1CCc2cc(S(=O)(=O)NC(Cc3ccccc3)C(=O)NC3CCCC3)ccc2N1 (stereo unspecified),0.5,6,0.2,-5,/,-6,-2,0
COCCN1Cc2cccc(C(=O)Nc3ccc(C)cc3)c2C1=O,/,/,0.0,-1,8,-6,20,-10
Cc1ccc(NC(=O)N2CCCC(C(=O)O)C2)cc1 (stereo unspecified),-4.5,3,0.3,-5,/,-4,4,-3
CC(C)(C)c1ccc(C(=O)NCc2ccc(Cl)cc2)cc1,/,1,/,30,/,/,-1,25
Cc1ccccc1NC(=O)OCc1ccccc1,2.2,5,0.2,4,-1,0,-2,53*
CCC(=O)N1CCCCN2[C@@H](CO)[C@@H](c3ccc(/C=C/c4ccccc4)cc3)[C@@H]2C1,-1.8,-9,0.6,12,1,-5,-15,/
CC(C)C#Cc1cnc2c(c1)C(=O)N([C@@H](C)CO)C[C@@H](C)[C@@H](CN(C)C(=O)c1ccccn1)O2,-0.3,-1,0.0,-3,-2,5,8,1
CCOc1ccc(CCNC(=O)Cn2c(=O)c3cccn3c3cccnc32)cc1,0.3,1,0.0,-6,-1,-68,6,1
Cc1ccc(CNC(=O)CCC2CCCN(Cc3cc4ccccc4o3)C2)o1 (stereo unspecified),-0.1,1,0.0,4,-1,-13,/,3
COC(=O)Nc1ccc2ncn(C)c(=O)c2c1,1.8,1,-0.1,8,4,3,16,2
CCCCn1c(=O)[nH]c(=O)c2c1nc(Cn1ncc(Cl)c(Cl)c1=O)n2CCC,-2.4,3,-0.1,1,-6,-20,111,-52
Cc1noc(C)c1NC(=O)Nc1cccc2c1O[C@H](CN(C)C(=O)Nc1ccccc1)[C@H](C)CN([C@H](C)CO)C2=O,-0.5,2,0.1,-7,4,-8,24,1
O=C(c1ccccn1)N1CC(=O)N2[C@H](CO)[C@H](c3ccc(C#CCc4ccccc4)cc3)[C@H]2C1,-1.6,/,3.1,/,1,-7,-21,/
O=C(Nc1ccc(F)cc1)N1C[C@@H]2[C@H](c3ccccc31)[C@H](CO)N2C(=O)c1ccccc1,-0.5,-1,0.4,-1,-3,-4,-4,7
Cc1c(NC(=O)CS(=O)(=O)c2ccccc2)c(=O)n(-c2ccccc2)n1C,-1.0,-5,0.0,-8,1,0,3,-4
O=C(CN1CCOc2ccccc21)NCc1ccccc1,-1.0,-7,0.0,-10,1,-13,18,3
CC(=O)Nc1ccc(NC(=O)CSc2nnc(-c3cccnc3)o2)cc1,-2.2,0,-0.2,-6,0,-9,-4,-1
COc1ccc(CN(C)C[C@H]2OCCCC[C@@H](C)Oc3ccc(NC(=O)Cc4ccccc4)cc3C(=O)N([C@H](C)CO)C[C@H]2C)cc1,1.7,5,0.1,5,/,/,-17,5
COc1cccc(NC(=O)Cn2cnc3c(oc4nc5c(cc43)CCCC5)c2=O)c1,-1.7,-10,0.5,2,3,-47,7,0
Cc1cc(=O)oc2cc(NC(=O)COc3ccccc3[N+](=O)[O-])ccc12,-4.5,-6,-0.1,-22,4,-10,-6,6
COc1ccc(S(=O)(=O)N(C)C[C@H]2Oc3ccc(N(C)C)cc3C(=O)N([C@H](C)CO)C[C@@H]2C)cc1,-0.7,-9,0.2,28,5,7,16,-1
CS(=O)(=O)N(Cc1ccccc1)c1ccc(C(=O)Nc2ccccc2C(=O)O)cc1,-0.9,-7,0.2,-11,-1,3,13,-3
Cn1c(O)c(N=NC(=N)N)c2ccccc21,-1.3,/,0.0,0,4,6,14,/
Cc1ccc(S(=O)(=O)N2CCN(C(=O)COC(=O)CNC(=O)c3ccc(Cl)cc3Cl)CC2)cc1,2.1,-8,0.1,-17,2,5,9,5
COC(=O)c1cc2c(c3c4ccccc4n(S(=O)(=O)c4ccc(OC)cc4)c13)C(=O)N(C)C2,0.1,/,0.1,/,-2,-22,/,/
C[C@@H](O)C#Cc1ccc2c(c1)O[C@@H](CN(C)C(=O)CN(C)C)[C@@H](C)CN([C@@H](C)CO)S2(=O)=O,2.0,3,0.3,9,1,-21,4,4
COc1ccc(CCNC(=O)C23CN(Cc4ccccc4)CC2C(c2cccc([N+](=O)[O-])c2)=NO3)cc1 (stereo unspecified),1.0,-2,1.3,3,-1,-58,-14,-4
CCC(=O)Nc1ccc2c(c1)C(=O)N(C)C[C@H](OC)[C@@H](C)CN(C(=O)CN1CCOCC1)[C@@H](C)CO2,-0.3,/,0.1,/,/,/,14,1
C/C=C/c1ccc2c(c1)[C@@H]1[C@@H](CCN1S(=O)(=O)c1cccc(F)c1)[C@H](CO)N2,0.0,/,-0.1,/,0,7,-8,/
C#CCNC(=O)C1=C[C@H](c2coc3ccccc3c2=O)C[C@H](OCc2ccc(CO)cc2)O1,-1.1&2.9,0&-5,0.2,12&-5,4&-3,11&-14,/,0
COc1ccc(CNC(=O)CN(C(=O)c2csnn2)c2ccc(F)cc2)cc1,4.7,-5,-0.1,/,1,-9,1,-2
C[C@H](CO)N1C[C@H](C)[C@@H](CN(C)S(=O)(=O)c2cn(C)cn2)Oc2ccc(NC(=O)CCC(F)(F)F)cc2CC1=O,-1.5,-7,-0.6,8,/,/,31,-1
CCOC(=O)C1(Cc2cccc(OC)c2)CCN(C2CCOCC2)CC1,-2.1,/,0.0,3,-4,-14,2,-6
O=C(Nc1ccccc1F)N[C@H]1CC[C@@H](CCNC(=O)C2CCOCC2)O[C@H]1CO,2.2,2,-0.2,5,0,-5,20,0
O=C(CNC(=O)c1sc2ccccc2c1Cl)Nc1ccccc1F,0.8,-8,0.0,1,-2,-9,-1,14
CCOC(=O)c1c(NC(=O)CSc2nc3nc(C)cc(C)n3n2)sc(CC)c1C,-1.0,-3,0.0,-3,5,0,-7,-7
CCOC(=O)C1(CC2CCCCO2)CCN(Cc2cccnc2)CC1 (stereo unspecified),-0.3,1,0.0,21,6,-15,0,4
CO[C@H]1CN(C)C(=O)c2ccc(NS(=O)(=O)c3ccccc3)cc2OC[C@@H](C)N(Cc2nccs2)C[C@H]1C,-5.4,-1,0.2,-4,-1,15,-18,-1
C[C@H]1CN([C@@H](C)CO)C(=O)c2cc(NS(=O)(=O)c3ccccc3)ccc2O[C@@H]1CN(C)C(=O)Nc1ccc(F)cc1,1.8,8,0.0,-9,3,-13,45,2

# Next part.
SMILES,CFTR F508del cor,RAD54 branch,Xi reactivation,ARNT-TACC3 inh,ERAP1 inh,RAD52 anneal inh,INS-1E GSIS act,esBAF inh
COc1ccc(CNC(=O)C2=CC(c3ccc(OC)cc3)=NS(=O)(=O)N2C)cc1,-6.8,1,-0.3,4,-1,-2,/,-4
CCOc1ccc(C2C(C(=O)c3cccs3)=C(O)C(=O)N2CCN2CCOCC2)cc1 (stereo unspecified),-4.7,/,0.0,-4,3,-9,-5,/
COc1ccc(/C=N\NC(=O)C2CCCC2)cc1Br,0.1,-3,-0.1,/,-3,-8,9,38
COc1cc2nc3n(c(=O)c2cc1OC)-c1ncccc1C(=O)NC3Cc1ccccc1 (stereo unspecified),1.9,7,0.2,/,1,-13,27,-1
Oc1ccc(C2C[C@H]3CC[C@@H]2C3)cc1O (stereo partly specified),0.0,-13,0.0,5,16,-13,-56,-2
Cc1ccc(CN(Cc2cccnc2)C(=S)Nc2cc(Cl)ccc2C)cc1,1.3,-6,0.0,-1,-2,-8,-3,5
CCOc1ccc2[nH]c(=S)sc2c1,2.0,-1,0.2,/,-2,-23,/,28
O=C(CCc1ccc(S(=O)(=O)NC2CCCCC2)cc1)NCc1cccnc1,-1.4,/,0.0,-9,3,-19,-15,/
O=C(O)C(Cc1ccccc1N(CCO)CCO)N1C(=O)c2ccccc2C1=O (stereo unspecified),0.5,-15,0.0,2,-5,-3,-3,-7
O=C(c1ccccc1)c1c[nH]c(C(=O)NNc2ccccc2)c1,-2.5,/,0.1,-25,-3,-2,-21,/
O=C(C[n+]1cc(-c2ccccc2)n2c1CCC2)N1c2ccccc2Sc2ccccc21,/,12,-0.1,13,/,/,-12,/
COc1ccc(S(=O)(=O)N2C[C@@H](O)COC[C@H]3O[C@@H](CC(=O)NCCCN4CCOCC4)CC[C@@H]32)cc1,-2.3,3,0.1,-6,-6,-9,0,3
C/C(Cl)=C/CSc1nc2c(c(=O)[nH]c(=O)n2C)n1C(C)C,/,-6,/,-9,/,/,74*,-2
C(=C\c1nc(-c2ccccc2)no1)/c1ccccc1,-1.9,-10,0.0,3,0,-18,8,8

# 3 compounds already listed, arranged by molecular weight, rising:
SMILES,CFTR F508del cor,RAD54 branch,Xi reactivation,ARNT-TACC3 inh,ERAP1 inh,RAD52 anneal inh,INS-1E GSIS act,esBAF inh
COC(=O)Nc1ccc2ncn(C)c(=O)c2c1,1.8,1,-0.1,8,4,3,16,2
COC(=O)c1cc2c(c3c4ccccc4n(S(=O)(=O)c4ccc(OC)cc4)c13)C(=O)N(C)C2,0.1,/,0.1,/,-2,-22,/,/
O=C(CCc1nc2ccccc2c(=O)[nH]1)NCCN1C(=O)S/C(=C\c2ccc(OC(F)F)cc2)C1=O,-7.2,7,0.0,1,2,-15,9,11
